# Bioassay records deposited in PubChem BioAssay by National Center for Advancing Translational Sciences (NCATS).
# SW480 rereplic = inducers of DNA re-replication in SW480 colon cancer cells; SW480 DNA re-replication, Hoechst DNA content imaging, 48 h; Potency, µM (top dose mostly 46.1 µM), inactives show top-dose re-replication activation, most hits filed as activators; 340,000 compounds, 1.8% hits; AID 624297; also: potency is read from the fitted curve at half-maximal effect; % of control where 0% means no effect; nearly all actives have a fitted effect of over 55% in size
#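 Image-based read-out: total Hoechst fluorescence of nuclei (405 nm excitation, 500-530 nm emission), with hits raising the fraction of high-intensity nuclei. SW480 colon cells incubated 48 hr with compounds at 37 C.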
# ATXN2 expr inh = ATXN2 expression inhibition; HEK-293 ATXN2-luciferase reporter, luminescence, 24 h; AID 1745845; 360,000 compounds, 0.72% hits; Potency, µM (top dose mostly 57 µM), for inactives: at the top dose activity change, negative = inhibition, usual class: inhibitors; also: potency is read from the fitted curve at half-maximal effect; % is scaled to controls: 0 for no effect and ±100 for the full control effect; nearly all actives have a fitted effect of over 55% in size
#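 qHTS (up to 57 uM final) was run with 24 h compound exposure of reporter cells at 37 °C. Each well was multiplexed: SteadyGlo luminescence measured ATXN2-luciferase expression after a fluorogenic Gly-Phe-AFC viability readout (25 uM final).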
# KB-V1 cytotox = KB-V1 MDR subline cytotoxicity; KB-V1 MDR cells viability, CellTiter-Glo, 72 h; 400,000 compounds, 3.4% hits; Potency, µM (series often up to 46.1 µM), inactives show at the top dose activity change, negative = cytotoxicity, actives largely listed as cytotoxic; also: potency is read from the fitted curve at half-maximal effect; % is scaled to controls: 0 for no effect and ±100 for the full control effect; nearly all actives have a fitted effect of over 60% in size
#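 qHTS viability screen in drug-selected KB-V1 MDR cells: 72 h compound treatment at 37 degrees C, ATP luminescence end point.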
# HT1080 IDH1KD tx = HT-1080 IDH1 knockdown cell toxicity (counter line) | HT-1080 IDH1 knockdown viability, ATP luminescence, 48 h | 360,000 compounds, 2% hits | Potency, µM (top dose mostly 46.1 µM), without a hit: at the highest dose activity, negative = toxicity, most hits filed as cytotoxic;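 also: potency is read from the fitted curve at half-maximal effect; 0% = DMSO wells and -100% = cell-free medium wells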
#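 Knockdown cells (IDH1KD HT-1080) received compounds 2 h after plating at 750 cells/well and were kept 48 h at 37 °C in 5% FBS RPMI. A CellTiter-Glo luminescence read gave % activity for curve fitting.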
# MCF10A rerep = DNA re-replication induction in MCF 10a cells | Potency, µM (doses to about 46.1 µM), for inactives: top-dose activity, positive = re-replication, most hits filed as activators | MCF 10A DNA re-replication, Hoechst nuclear intensity, 48 h | 350,000 compounds, 2.9% hits | AID 624296; also: potency is read from the fitted curve at half-maximal effect; % of control where 0% means no effect; nearly all actives have a fitted effect of over 50% in size
# ATXN viability = reduces viability in counter-screen for ATXN expression inhibitors | S2 cells (HEK-293 line with an ATXN2-luciferase reporter) viability, CellTiter-Fluor protease fluorescence, 24 h | Potency, µM (series often up to 56.7 µM), actives largely listed as cytotoxic | 400,000 compounds, 0.49% hits | AID 651635; also: potency is read from the fitted curve at half-maximal effect; nearly all actives have a fitted effect of over 40% in size
# KB-3-1 tox = KB-3-1 parental cell cytotoxicity; Potency, µM (doses to about 46.1 µM), for the others: at the top dose activity change, negative = cytotoxic, most hits filed as cytotoxic; KB-3-1 viability, CellTiter-Glo ATP luminescence, 72 h; 400,000 compounds, 1.4% hits; also: potency is read from the fitted curve at half-maximal effect; % is scaled to controls: 0 for no effect and ±100 for the full control effect; nearly all actives have a fitted effect of over 60% in size
#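 Here the drug-naive KB-3-1 line serves as comparator for MDR sub-line selectivity; cells received compound titrations, 72 h at 37 °C, then CellTiter-Glo readout.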
# IL-1B inflam inh = blocks inflammasome-driven IL-1 beta release; THP-1 LPS/ATP IL-1B secretion, AlphaLISA, 16 h; hits give low values; activity change, % at 57.5 µM; 360,000 compounds, 4.7% hits; in the data active = activity change below about -50%; inconclusive = mostly about -30% to -49%; also: % is scaled to controls: 0 for no effect and ±100 for the full control effect
#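 THP-1 cells pretreated 1 hr with compounds (up to 57.5 uM final), then stimulated with LPS (250 ng/mL final) plus ATP (1.25 mM final); secreted IL-1B measured by AlphaLISA after 16 hr, decreased signal indicating inhibition.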
# HT1080-NT tox = kills 2HG-producing HT-1080-NT fibrosarcoma cells | HT-1080-NT fibrosarcoma viability, CellTiter-Glo ATP luminescence, 48 h | Potency, µM (top dose mostly 46.1 µM), inactives show top-dose activity, negative = less viability, usual class: cytotoxic | 360,000 compounds, 1.6% hits;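 also: NT is the 2HG producing partner of a matched IDH1 knockdown line; potency is read from the fitted curve at half-maximal effect; 0% = DMSO-treated cells and -100% = media-only wells without cells; nearly all actives have a fitted effect of over 55% in size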
#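 Viability of the 2HG-overproducing fibrosarcoma line after 48 hours of compound exposure at 37 degrees C was determined by luminescence with CellTiter-Glo, and concentration-effect curves were then fitted and categorized.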
# Active calls of the source: *; i = inactive; ? = inconclusive; / = not tested or not shown; & = joins results of further samples; [ ] = dose if it differs, or a comment. Unless noted, calls follow the shape of the dose curve; as a rule, active = well fitted curve in the direction sought with a large enough effect; inconclusive = small, poorly fitted or top-dose-only effect, or another doubt; inactive = no such curve, though single readings can be large; an effect the other way counts as inactive or inconclusive.
1: O=S(=O)(c1ccc(Sc2nnc3ccccn23)nc1)N1CCOCC1
2: CC1=CS/C(=C(/C#N)C(=O)N2CCOCC2)N1c1ccccc1
3: Cc1ccc(/C=C/C(=O)NCc2cccs2)o1
4: COc1ccc(-n2c(-c3ccc(Cl)cc3)c[n+]3c2CCc2ccccc2-3)cc1
5: Cc1cc(OCC(=O)NCc2ccccn2)cc(C)c1Br
6: COc1ccc(Cl)cc1NC(=O)CCC(=O)c1ccc(C)cc1
7: O=C(CSc1ccccc1)Nc1ccncc1
8: O=C(NNc1ncc(C(F)(F)F)cc1Cl)c1c(Cl)cccc1Cl

entry no.	1	2	3	4	5	6	7	8
SW480 rereplic	-8%	13%	3%	30%	-4%	/	-7%	?
ATXN2 expr inh	2%	-17%	8%	?	-4%	-1%	7%	?
KB-V1 cytotox	16%	5%	-19%	8%	3%	14%	9%	2.9µM*
HT1080 IDH1KD tx	13%	1%	16%	8.2µM*	0%	/	-14%	7.3µM*
MCF10A rerep	-1%	-2%	2%	10%	15%	/	7%	6.5µM*
ATXN viability	i	i	i	i	i	i	i	i
KB-3-1 tox	-2%	0%	-17%	?	-1%	-9%	-14%	5.8µM*
IL-1B inflam inh	0	6	9	-55*	3	/	9	19
HT1080-NT tox	3%	2%	0%	23µM*	0%	/	3%	?

# Structures listed above printed as active in IL-1B inflam inh:
no. | SMILES | SW480 rereplic | IL-1B inflam inh
4 | COc1ccc(-n2c(-c3ccc(Cl)cc3)c[n+]3c2CCc2ccccc2-3)cc1 | 30% | -55*

# (cont.)
9: COc1ccc2c(c1)CC/C(=C\Nc1ccc3c(c1)OCO3)C2=O
10: CN(C)CCc1c[nH]c2ccc(CS(=O)(=O)N3CCCC3)cc12
11: Cc1ccc(NC(=O)c2ccc(OC(F)F)cc2)cc1S(=O)(=O)N(C)C
12: Cc1noc(C)c1CCC(=O)N1CCCC(CCC(=O)NCc2ccc(F)c(F)c2)C1 (stereo unspecified)
13: COc1ccc(NC(=O)CCc2c(C)nc3c(c2C)c(=O)n(C)c(=O)n3C)cc1OC
14: COCCN1C(=O)N(c2cccc(C)c2)C(=O)C1CC(=O)Nc1ccc(OC)cc1 (stereo unspecified)
15: O=[N+]([O-])c1ccc(/C=C/c2ccc3ccccc3n2)cc1
16: Cc1cc(C)cc(NC(=S)N2CCC(NC(=O)C3CCCCC3)CC2)c1

entry no.	9	10	11	12	13	14	15	16
SW480 rereplic	-2%	-4%	/	12%	/	?	-13%	-1%
ATXN2 expr inh	45%[activator]	-4%&6%	3%	/	-1%	-4%	?	32%
KB-V1 cytotox	0%	/	?	-16%	0%	9%	-20%	?
HT1080 IDH1KD tx	5%[9.24 µM]	/	-22%	0%	/	2%	4%	-3%
MCF10A rerep	2%	0%	15%	2%	/	-8%	15%	1%
ATXN viability	i	i	i	i	i	i	i	i
KB-3-1 tox	-5%	/	0%	-4%	10%	6%	-22%	-3%
IL-1B inflam inh	-87*	/	0	-23	/	0	-8	-16
HT1080-NT tox	?	/	-12%	-6%	/	-1%	2%	5%

17: O=C(CC1(O)C(=O)N(Cc2ccccc2)c2ccc(Br)cc21)c1ccccc1 (stereo unspecified)
18: Fc1ccc(CSc2nnc(-c3cccnc3)o2)cc1
19: C[C@H](CO)N1C[C@H](C)[C@@H](CN(C)Cc2ccccc2)Oc2ccc(NC(=O)Cn3cnnn3)cc2C1=O
20: CCN(CC)CCNC(=O)c1ccc(NC(=O)c2cccc(S(=O)(=O)N3CCc4ccccc43)c2)cc1
21: Cc1nn(-c2ccccc2)c(N2CCCC2)c1/C=N/NC(=O)c1cc(-c2ccccc2)nc2ccccc12
22: CC1OC2(OC1C)C(=O)Nc1ccccc12 (stereo unspecified)
23: COc1ccc(S(=O)(=O)NCc2ccccn2)cc1NC(=O)c1ccc(Cl)cc1
24: CC1CCN(CCCNC(=O)c2ccc(CS(=O)(=O)Cc3ccccc3F)o2)CC1

entry no.	17	18	19	20	21	22	23	24
SW480 rereplic	/	-9%	0%	103%	13%	-3%	?	-3%
ATXN2 expr inh	?	-10%	2%	-16%	-11%	8%	-30%	0%
KB-V1 cytotox	4%	0%	0%	11%	-1%	17%	?	-2%
HT1080 IDH1KD tx	/	-2%	8%	?	1%	1%	?	2%
MCF10A rerep	/	-4%	1%	?	?	1%	8.2µM*	-5%
ATXN viability	?	i	i	i	i	i	i	i
KB-3-1 tox	-7%	-2%	0%	?	-1%	0%	?	17%
IL-1B inflam inh	/	-12	17	-85*	-21	17	-14	5
HT1080-NT tox	/	-2%	15%	?	-1%	0%	?	0%

25: O=P(CCO)(c1ccccc1)c1ccccc1
26: CCOc1c(Br)cc(CNCc2cccs2)cc1OC
27: CCCn1c2c(c(=N)c3c1CCC3)CCCC2
28: COc1cc(C(=O)COC(=O)C2CCCCC2)cc(OC)c1OC
29: Cc1cnc(C(=O)OCC(=O)Nc2ccccc2[N+](=O)[O-])cn1
30: CN(C)C(=S)Nc1ccc(Cc2ccncc2)cc1
31: O=C(CSc1ccccc1)NCc1ccc(F)cc1
32: COc1ccc2[nH]c3c(c2c1)CCN1C(=O)N([C@@H](C)C(=O)NC2CCCCC2C)C(=O)[C@]31C (stereo partly specified)

entry no.	25	26	27	28	29	30	31	32
SW480 rereplic	3%	3%	-1%	0%	-1%	2%	14%	6%
ATXN2 expr inh	-26%	-1%	-17%	-8%	4%	/	/	-17%
KB-V1 cytotox	5%	8%	?	15%	0%	-9%	-17%	10%
HT1080 IDH1KD tx	9%	-4%	-17%	16%	2%	4%	-7%	-8%
MCF10A rerep	-2%	-8%	?	-3%	1%	2%	18%	-9%
ATXN viability	i	i	i	i	i	i	i	i
KB-3-1 tox	4%	-3%	?	11%	-2%	-2%	3%	-22%
IL-1B inflam inh	31	15	-25	-4	18	12	-12	4
HT1080-NT tox	19%	-2%	-11%	4%	0%	-3%	-3%	0%

33: O=C(NCCc1ccccc1F)C1CCCN1S(=O)(=O)c1ccccc1 (stereo unspecified)
34: Cc1ccc(C)c(Cn2nnc(C(=O)Nc3ccc4c(c3)OCCO4)c2N)c1
35: O=[N+]([O-])c1ccc2c(c1)-c1ccccc1C2=NO
36: O=C(Nc1ccc(N2CCCC2)c(Cl)c1)c1ccc2c(c1)OCCO2
37: N/C(=N\OC(=O)c1cccc2ccccc12)c1ccncc1
38: CC(NCC(O)COc1ccc(S(=O)(=O)N2CCOCC2)cc1)c1ccccc1 (stereo unspecified)
39: CN=C1NN=C(c2cc(C)n(-c3ccc(Cl)cc3)c2C)CS1
40: O=C(Nc1c[nH]c(=O)[nH]c1=O)c1ccccc1Br

entry no.	33	34	35	36	37	38	39	40
SW480 rereplic	1%	-28%	0%	1%	2%	7%	5%	?
ATXN2 expr inh	16%	26%	8%	19%	/	-15%	44%[activator]	6%
KB-V1 cytotox	-17%	-20%	?	-4%	-24%	-14%	28%	?
HT1080 IDH1KD tx	1%	-13%	6%	-6%	-8%	-2%	4%	8%
MCF10A rerep	4%	15%	21%	11%	4%	0%	?	3%
ATXN viability	i	i	?	i	?	i	i	i
KB-3-1 tox	5%	?	8%	?	-70%	-2%	-1%	?
IL-1B inflam inh	-2	-17	-75*	-64*	-30	9	3	12
HT1080-NT tox	-3%	-11%	0%	-1%	6%	-20%	2%	6%

41: O=C(NCCc1c[nH]c2ccccc12)C1CCN(S(=O)(=O)c2ccccc2)CC1
42: Cc1ccc(C)n1-c1nnc(N2CCC(C(=O)N3CCN(C)CC3)CC2)s1
43: Cc1cccc(N(CC(=O)NCc2ccccc2)C(=O)CCC(=O)Nc2nccs2)c1
44: CCOc1ccc(N2CC(c3nc4ccccc4n3CCCCOc3ccc(OC)cc3)CC2=O)cc1 (stereo unspecified)
45: Cc1nn(C(=O)C2CC2)c(C)c1Sc1ccc(Cl)cc1
46: O=C(O)C1Nc2c(Cl)cc(Cl)c(Cl)c2C2C=CCC12 (stereo unspecified)
47: CN1CC(=O)N2C(c3ccc(Cl)cc3)c3[nH]c4ccccc4c3C[C@H]2C1=O (stereo partly specified)
48: Cc1nn(C)c(C(=O)Nc2ccn(C34CC5CC(CC(C5)C3)C4)n2)c1[N+](=O)[O-]
49: Cc1[nH]n(-c2ccccc2)c(=S)c1C=Nc1ccc([N+](=O)[O-])cc1
50: CC(C)OCCCNC(=O)c1ccc2c(=O)n(CCc3ccccc3)c(=O)[nH]c2c1

entry no.	41	42	43	44	45	46	47	48	49	50
SW480 rereplic	1%	?	?	/	-2%[9.22 µM]	-17%	?	?	5%	/
ATXN2 expr inh	5%	-1%	-7%	?	3%	/	/	-19%	-20%	5%
KB-V1 cytotox	0%	2%	9%	?	0%	7%	10%	-5%	3%	0%
HT1080 IDH1KD tx	9%	-8%	?	/	-1%	1%	?	-16%	?	/
MCF10A rerep	1%	2%	6%	/	12%	1%	-16%	?	?	/
ATXN viability	i	i	i	?	i	i	?	i	i	i
KB-3-1 tox	5%	-8%	1%	-4%	8%	-2%	8%	9%	-14%	-8%
IL-1B inflam inh	13	?	-5	/	13	-5	-14	17	-6	/
HT1080-NT tox	4%	0%	?	/	4%	-13%	-30%	-15%	?	/

# Filtered by structure, the compounds so far with a furan ring, fused or not
3: Cc1ccc(/C=C/C(=O)NCc2cccs2)o1
24: CC1CCN(CCCNC(=O)c2ccc(CS(=O)(=O)Cc3ccccc3F)o2)CC1

entry no.	3	24
SW480 rereplic	3%	-3%
ATXN2 expr inh	8%	0%
KB-V1 cytotox	-19%	-2%
HT1080 IDH1KD tx	16%	2%
MCF10A rerep	2%	-5%
ATXN viability	i	i
KB-3-1 tox	-17%	17%
IL-1B inflam inh	9	5
HT1080-NT tox	0%	0%

# Hits appear at their usual frequency, and some 11% of all compounds hit somewhere here.
